Screening data deposited in PubChem BioAssay by Fisher Drug Discovery Resource Center.
hcGAS lum: inhibitors of human cGAS; Q8N884; 290,000 compounds, 0.081% hits; AID 1259398; recombinant h-cGAS, ATP depletion, Kinase-Glo luminescence; inhibition, % at 12.5 µM; in the data active = inhibition above about 40%;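 note: 0% = vehicle reaction and 100% = reaction without DNA for no activity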
Target sequence (Q8N884 whole entry, looked up): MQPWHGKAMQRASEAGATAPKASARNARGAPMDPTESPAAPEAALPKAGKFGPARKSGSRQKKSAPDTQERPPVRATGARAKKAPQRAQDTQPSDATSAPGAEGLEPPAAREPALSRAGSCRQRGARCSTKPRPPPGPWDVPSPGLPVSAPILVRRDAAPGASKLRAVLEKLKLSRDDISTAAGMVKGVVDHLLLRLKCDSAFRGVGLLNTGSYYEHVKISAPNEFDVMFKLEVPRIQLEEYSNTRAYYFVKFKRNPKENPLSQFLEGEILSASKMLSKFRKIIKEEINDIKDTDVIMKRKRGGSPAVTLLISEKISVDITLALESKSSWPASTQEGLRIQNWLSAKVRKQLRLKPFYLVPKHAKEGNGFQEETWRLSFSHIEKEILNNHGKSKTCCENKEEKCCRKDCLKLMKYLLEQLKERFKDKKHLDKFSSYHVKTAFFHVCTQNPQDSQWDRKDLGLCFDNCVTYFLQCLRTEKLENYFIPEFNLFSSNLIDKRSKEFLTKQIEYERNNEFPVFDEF
* hit, by the source's call. The list is partial; count on the stated rates, not on these rows.

SMILES	hcGAS lum
COc1ccc(C(C)=O)c(OCC(=O)NC(C)c2ccc(F)cc2)c1 (stereo not given)	-17.1
N#CC1(c2ccccc2)CCC(NCC(c2cccs2)N2CCOCC2)CC1 (stereo not given)	-6.4
Cc1c(CN2CCC(CO)(Cc3ccccc3)CC2)c2ccccc2n1C	-3.6
O=C(c1cnc(Nc2ccccc2)nc1)N1CCC(O)(CO)CC1	-2.8
COc1ccccc1CC(NC(=O)N1CCOCC1)C(C)C (stereo not given)	-4.6
CCC(c1nnc(SCC(=O)NC(C)(C#N)C(C)C)o1)N(C)C (stereo not given)	-15.0
O=C1NCCN2CCN(S(=O)(=O)c3ccc(Cl)cc3Cl)CC12 (stereo not given)	-4.1
Cc1nc2c(C(=O)N[C@H]3C[C@H]4CN(C)CCN4C3)cccc2[nH]1	-3.3
O=C(O)c1cc(Cl)cn1Cc1ccccc1	-12.5
Fc1ccccc1OCc1nn(CN2CCc3sccc3C2)c(=S)o1	-8.4
COc1ccc(/C=C/c2cnc3ccccc3n2)cc1OC	-10.0
CCN1CCN(CCOc2c(C)cc(C)cc2Cl)C(=O)C1=O	-3.3
CN(C(=O)c1ccccc1NC(=O)COc1cccnc1)c1ccccc1	-4.1
Cc1c(C(C)NC(=O)c2ccccc2N2CCOCC2)cnn1-c1ccccn1 (stereo not given)	-3.1
CC(NC(=O)N1CCSCC1)c1nc(C(C)(C)C)cs1 (stereo not given)	-2.7
Cc1ccc(NC(=O)CC(=O)N2CCCCCCCC2)c(C)c1	-4.3
CC(=O)NN=C1CCCc2c(C)cc(C)cc21	1.9
Cc1cc(C)n(C2CCN(C(=O)CN3CCOc4ccccc4C3)C2)n1 (stereo not given)	-5.0
c1ccc2c(c1)C(=NN1CCOCC1)c1ccccc1-2	-2.2
COC(=O)c1cc2n(n1)CCN(C(=O)c1cnnn1-c1ccccc1)C2	-3.5

Exported comma-delimited: entries from further up.
mol,hcGAS lum
CN(C(=O)c1ccccc1NC(=O)COc1cccnc1)c1ccccc1,-4.1
Cc1c(C(C)NC(=O)c2ccccc2N2CCOCC2)cnn1-c1ccccn1 (stereo not given),-3.1

(continued)
SMILES	hcGAS lum
CCCc1nc(C)cc(N2CCn3cncc3C2)n1	-1.0
CC(Cn1nc(C2CCNCC2)n(-c2ccccc2)c1=O)N1CCOCC1 (stereo not given)	-1.6
CNC(=O)c1[nH]nc2c1C(c1cnc(-c3ccccc3C)s1)CC(=O)N2 (stereo not given)	-7.6
COc1cccc(C(=O)Nc2ccccc2C(=O)N2CCCCC2)c1	3.4
CCc1n[nH]c(=S)n1/N=C1\C(=O)N(CC(C)C)c2ccccc21	-9.3
CN(CCN1CCOCC1)Cc1c(C(=O)N(C)CCc2ccccc2)nc2sccn12	4.0
COCCNC(=O)CCC1CCN(C(=O)C=C(C)C)CC1	-6.4
Cc1nnsc1CNC(=O)CC(c1ccccc1)c1ccco1 (stereo not given)	-2.4
COc1cccc(-c2ccc(NC(=O)C3CCCN(Cc4cc(C)[nH]n4)C3)cc2)c1 (stereo not given)	-8.2
CC(C)NC(=O)C1CCN(C2CCN(C(=O)Cc3ccn(C)c3)CC2)CC1	-3.6
Cc1cc(Br)c2c(c1)C1(OCCO1)C(=O)N2	-7.9
Cc1ccc(C(=O)NCC(c2ccccc2)N(C)C)cc1 (stereo not given)	-5.9
CCSc1nc(CC(=O)NC(C)C(=O)Nc2cc(F)ccc2C)cs1 (stereo not given)	-0.4
CCSc1nc(CC(=O)N(C)Cc2cc(C3CC3)n[nH]2)cs1	-0.9
O=C(C(=O)N1CCCC1c1nc(-c2ccccc2)no1)c1ccco1 (stereo not given)	-4.3
CCCOc1ccc(C=Nc2sc3c(c2C#N)CCC3)c(O)c1	-4.4
COc1cc(NCc2cc(F)cc3c(C)c(C)[nH]c23)ncn1	-1.9
C=CCN(C)C(=O)c1coc(COc2ccc3ccc(OC)cc3c2)n1	-3.7
CC(C)NC(=O)NC(=O)C(C)N1CCN(c2ccc(F)cc2)CC1 (stereo not given)	-6.6
O=C(C1CCCN(C2CCN(CCc3ccccc3)CC2)C1)N1CC=CC1 (stereo not given)	-6.8
NC(=O)c1ccccc1-c1ccc(F)cc1Cl	-4.5
c1ccc(-c2[nH]cnc2-c2cccc(CN3CCOCC3)c2)cc1	0.6
Cc1ccc(S(=O)(=O)N2CCC[C@H]2C(=O)NCCC23CC4CC(CC(C4)C2)C3)cc1	-11.4
CSCC[C@@H](CO)NC(=O)c1cc(NC(C)=O)ccc1Cl	-8.2
CC(CCc1ccc(O)cc1)NC(=O)Nc1ccc(F)cc1F (stereo not given)	-12.7
Cc1ccsc1[C@@H]1CCN(Cc2sc(N)nc2Cl)C[C@H]1O	-4.9
CCN(Cc1nc(COC)no1)C(=O)c1cnn2ccccc12	-1.5
CC(=O)Nc1ccc(/C=C2\C(=O)N(CCC#N)C=C2C)cc1	0.3
COc1ccc(NC(=O)C(C)Oc2cccc(-n3cnnn3)c2)cc1Cl (stereo not given)	-14.2
Cc1ccc(N2C3CCCCCN3CC2(O)c2ccc(Cl)cc2)cc1 (stereo not given)	-0.8
Cn1ccnc1-c1nccn1CCCc1cccnc1	-6.1
O=C(O)CC12CC3CC(CC(C3)C1=O)C2	-8.7
Nc1ncc(CN2CCc3ccc(NC(=O)C4(c5ccccc5)CC4)cc3C2)cn1	-4.2
Cc1cc(NC(=O)c2cccc(CN(C)Cc3snnc3C)c2)n(C)n1	-6.2
COc1ccc(CNCc2nnc(-c3ccc(C)n3C)o2)c(OC)c1	-1.5
CC(C)c1noc(C(C)NC(=O)Cc2noc3ccccc23)n1 (stereo not given)	-7.2
COc1ccc(Cc2nn(CN(C)CC(=O)NC(C)C)c(=S)o2)cc1	-9.2
CCN(CC)S(=O)(=O)N1CCCn2nc(C(=O)OC)cc2C1	-6.3
COC(=O)CSCCOc1ccc(OCCSCC(=O)OC)cc1	-0.4
Cn1ccnc1N1CCN(c2ncc(C(N)=O)cc2Cl)CC1	-4.4

Compounds above that contain a Cl atom (nine):
SMILES	hcGAS lum
O=C1NCCN2CCN(S(=O)(=O)c3ccc(Cl)cc3Cl)CC12 (stereo not given)	-4.1
O=C(O)c1cc(Cl)cn1Cc1ccccc1	-12.5
CCN1CCN(CCOc2c(C)cc(C)cc2Cl)C(=O)C1=O	-3.3
NC(=O)c1ccccc1-c1ccc(F)cc1Cl	-4.5
CSCC[C@@H](CO)NC(=O)c1cc(NC(C)=O)ccc1Cl	-8.2
Cc1ccsc1[C@@H]1CCN(Cc2sc(N)nc2Cl)C[C@H]1O	-4.9
COc1ccc(NC(=O)C(C)Oc2cccc(-n3cnnn3)c2)cc1Cl (stereo not given)	-14.2
Cc1ccc(N2C3CCCCCN3CC2(O)c2ccc(Cl)cc2)cc1 (stereo not given)	-0.8
Cn1ccnc1N1CCN(c2ncc(C(N)=O)cc2Cl)CC1	-4.4

Following part
SMILES	hcGAS lum
O=C1NCCN(Cc2ccc(F)cc2Cl)C1CC(=O)N1CCOCC1 (stereo not given)	-5.0
C=Cn1ccnc1C(O)(c1c(C)noc1N)C(F)(F)F (stereo not given)	-2.4
CN(Cc1ccccc1)C(=O)c1nc2ccccn2c1CNCCCn1cccn1	-5.0
Cc1ccc(-c2oc(N)c(C#N)c2-c2ccc(C)cc2)cc1	-4.4
N#CCCN(C(=O)c1cccc(S(=O)(=O)N2CCCCCC2)c1)c1ccccc1F	-7.3
Cc1ccc2c(C)c(C(=O)N3CCC(Cc4nnc(CO)n4C)CC3)oc2c1	-4.0
CCCCN(Cc1ccco1)C(=O)c1cc(C)[nH]c(=O)c1	-2.1
CC(=O)c1c(C)[nH]c(C(=O)CN2CCN(C(=O)c3ccccc3Cl)CC2)c1C	-8.3
O=C(Nc1ccnn1C1CCN(Cc2cccc3c2OCO3)CC1)c1ccc2c(c1)OCO2	-4.5
O=C(NCC1CCCN(S(=O)(=O)/C=C/c2ccccc2)C1)c1cc2ccccc2[nH]1 (stereo not given)	-5.0
CS(=O)(=O)N1CCC(NCc2cnn(Cc3ccccc3)c2)CC1	-5.2
C/C=C/C(=O)Nc1ccccc1-c1ccc(-c2ccn[nH]2)cc1	-5.2
O=C(CN1CC=CCC1)NCCc1cccc(Cl)c1	-4.0
Cc1ccc(Cn2ccsc2=NC(=O)CCc2c[nH]c3ccccc23)cc1	-4.2
O=C(NCc1ccccc1)c1cccc(OC2CCN(Cc3ccc(CO)o3)CC2)c1	-7.1
CCCc1[nH]ncc1C(=O)N1CCC2(CN(C)C(=O)O2)C1 (stereo not given)	-3.3
Cn1ccn2ncc(C(=O)NC[C@H]3C[C@H]4C=C[C@H]3C43CC3)c12	1.5
Cn1nc(-c2ccccc2)cc1C(=O)NCc1csc(-c2ncccn2)n1	-2.9
CC(C)C(=O)NCCNC(=O)Cc1ccc(Cl)c(Cl)c1	-9.4
CC(NC(=O)c1cccnc1-n1cncn1)c1ccc(Br)cc1 (stereo not given)	-16.1
CCN(CC)CCC1S(=O)(=O)CC(c2ccccc2)CS1(=O)=O (stereo not given)	-7.2
CC(=O)N1CCCn2nc(C(=O)NCCNc3ncccc3C)cc2C1	-3.9
CC(C)CCN1CCNC(=O)C1CC(=O)NCCCn1cccn1 (stereo not given)	-5.0
CC(Cn1cncn1)NCc1csc(-c2cnccn2)n1 (stereo not given)	-4.6
NC(=O)c1ccnc(-c2ccc(F)cc2Cl)c1	-5.0
Cc1nc(C(C)C)cc(N2CCN(Cc3ncccc3C)CC2)n1	-2.5
CC1CCN(Cc2nnnn2CC(=O)N2CCCCC2c2ccccn2)CC1 (stereo not given)	-2.0
CC(=O)CC(C)(C)NC(=O)CCNC(C)c1ccc2c(c1)OCO2 (stereo not given)	-9.0
O=C(C1CCCC1)N1CCC(CO)(Cc2ccccc2Cl)CC1	-3.5
COCC1(C(=O)NCc2cnc(C)cn2)CCC1	-7.4
O=C1CCCCC1C1CCCN1C(=O)c1cc(=O)[nH]c2ccccc12 (stereo not given)	-5.5
CC(C)c1ncc(C(=O)N2CCOC(Cc3ccccc3Cl)C2)c(=O)[nH]1 (stereo not given)	0.3
NC(=O)COc1c(Cl)cc(Cl)cc1CNCc1cccnc1	-6.2

Reprinted from above for reference:
SMILES	hcGAS lum
CCN(CC)CCC1S(=O)(=O)CC(c2ccccc2)CS1(=O)=O (stereo not given)	-7.2
CC(=O)N1CCCn2nc(C(=O)NCCNc3ncccc3C)cc2C1	-3.9
CC(C)CCN1CCNC(=O)C1CC(=O)NCCCn1cccn1 (stereo not given)	-5.0
CC(Cn1cncn1)NCc1csc(-c2cnccn2)n1 (stereo not given)	-4.6
NC(=O)c1ccnc(-c2ccc(F)cc2Cl)c1	-5.0
Cc1nc(C(C)C)cc(N2CCN(Cc3ncccc3C)CC2)n1	-2.5
CC1CCN(Cc2nnnn2CC(=O)N2CCCCC2c2ccccn2)CC1 (stereo not given)	-2.0
